Coupling enz – qHTS Assay for Inhibitors of Fructose-1,6-bisphosphate Aldolase from Giardia Lamblia: Coupling assay counterscreen; coupling enzyme system counterscreen, AmpLite Red fluorescence; activity change, negative = inhibition, % at 58.2 µM, hits read low; actives 0.67% (n = 290,000); in the data active = activity change below about -30%
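Activity here indicates interference with the coupling reaction, not aldolase inhibition. Compounds at 57.5 uM final met coupling enzymes for 10 min at RT; substrate and AmpLite Red detection followed, with a 525/598 nm fluorescence read after 20 min.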
USP2a block – qHTS Assay for Inhibitors of Ubiquitin-specific Protease USP2a Using CHOP2 as the Reporter; Ubiquitin carboxyl-terminal hydrolase 2 (Homo sapiens), O75604; USP2 core, Ub-CHOP2 coupled fluorogenic reporter, 485/531; Potency, µM (doses to about 38.3 µM), without a hit: at the top dose activity change, negative = inhibition, most hits filed as inhibitors; actives 0.01% (n = 330,000);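 also: potency is read from the fitted curve at half-maximal effect; plate controls were DMSO wells for no effect and full inhibition by NEM control for full effect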
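Deubiquitinase activity read as fluorescence (485/531 nm) after Ub-CHOP2 cleavage activates the enterokinase reporter on its substrate; USP2 core 10nM, Ub-CHOP2 and substrate 25nM each, 30min compound preincubation then 60min RT; data normalized to NEM, curves fitted.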
uPA generation – qHTS for Inhibitors of Cell Surface uPA Generation; Potency, µM (highest dose often 38.3 µM), for inactives: at the highest dose activity change, negative = inhibition, usual class: inhibitors; AID 540303, 2011; actives 0.31% (n = 330,000); cell surface uPA generation assay, qHTS; active = well fitted inhibition curve with a large enough effect; inconclusive = small, poorly fitted or top-dose-only effect; inactive = no such curve, though single readings can be large or run the other way; tested in mouse RAW 264.7 cells; also: potency is read from the fitted curve at half-maximal effect; nearly all actives have a fitted effect of over 55% in size
B2AR arrestin – qHTS assay of beta-arrestin-biased ligands of beta2-adrenergic receptor. Potency, µM (highest dose often 46.1 µM), without a hit: at the highest dose activation, hits mostly activators. beta-arrestin recruitment to beta2AR, cell-based reporter. actives 0.02% (n = 330,000). Beta-2 adrenergic receptor (Homo sapiens), P07550. AID 492947, 2010;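 also: potency is read from the fitted curve at half-maximal effect; 0% = DMSO controls and full agonism = EC100 isoproterenol or metaproterenol; nearly all actives have a fitted effect of over 65% in size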
hERG WT inh – qHTS for Inhibitors of KCHN2 3.1: Wildtype qHTS; Voltage-gated inwardly rectifying potassium channel KCNH2 (Homo sapiens), Q12809; U2OS, BacMam KCNH2, thallium flux FluxOr; stronger effect = lower value; actives 0.37% (n = 340,000); activity change, % at 1.84 µM; AID 720551, 2013;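 active = maximum activity change below -70%; inconclusive = maximum activity change between -70% and -50%; inactive = maximum activity change above -50%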
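U2OS cells were transduced with wild-type KCNH2 virus (2.03 x 10^8 / mL) for 4 h at room temperature, then cultured overnight at 37 C. Thallium flux was read with FluxOr dye. Rate constants were normalized to DMSO controls.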
Eya2 inh – qHTS Assay for Inhibitors of the Phosphatase Activity of Eya2; Protein phosphatase EYA2 (Homo sapiens), O00167; recombinant Eya2, OMFP fluorescence dephosphorylation (OMFP is methylfluorescein phosphate); Potency, µM (top dose mostly 76.9 µM), inactives show top-dose activity, negative = inhibition, usual class: inhibitors; actives 0.006% (n = 330,000); AID 488837, 2010; also: potency is read from the fitted curve at half-maximal effect
Target sequence (O00167 whole entry, looked up): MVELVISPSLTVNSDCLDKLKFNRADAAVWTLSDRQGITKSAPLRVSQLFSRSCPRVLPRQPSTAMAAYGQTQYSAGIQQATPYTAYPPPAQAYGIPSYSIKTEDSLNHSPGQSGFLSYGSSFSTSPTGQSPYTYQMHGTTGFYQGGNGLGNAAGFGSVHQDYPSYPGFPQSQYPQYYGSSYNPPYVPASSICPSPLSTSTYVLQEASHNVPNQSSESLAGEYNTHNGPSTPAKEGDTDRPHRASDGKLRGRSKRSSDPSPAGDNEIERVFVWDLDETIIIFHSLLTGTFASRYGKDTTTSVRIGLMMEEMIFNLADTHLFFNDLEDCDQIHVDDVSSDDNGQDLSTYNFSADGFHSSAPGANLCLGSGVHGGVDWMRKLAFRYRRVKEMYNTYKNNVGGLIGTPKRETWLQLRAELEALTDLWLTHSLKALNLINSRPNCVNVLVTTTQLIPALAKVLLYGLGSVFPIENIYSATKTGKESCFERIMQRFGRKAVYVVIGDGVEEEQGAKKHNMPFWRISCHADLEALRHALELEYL
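Eya2 (0.2 uM) preincubated 10 min at ambient with compound, then OMFP substrate added at 50 uM; 10 min reaction in 50 mM HEPES pH 7.5, 50 mM NaCl, 5 uM MgCl2, 0.05% BSA, 1 mM DTT. Fluorescence read at Ex 485/Em 525 nm.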
BCR signal inh – qHTS Assay to Find Inhibitors of Chronic Active B-Cell Receptor Signaling; ABC-DLBCL IkBa-CBG/CBR reporter, luminescence ratio, 4 h; Potency, µM (series often up to 46.1 µM), for inactives: top-dose ratio change, negative = lower green/red ratio, hits mostly inhibitors; actives 0.05% (n = 340,000); active = well fitted inhibition curve with a large enough effect in the signal ratio, with a control signal flat, not every such curve was filed as active; inconclusive = small, poorly fitted or top-dose-only effect, or effect the other way, or a change in a side signal; the % refers to the signal ratio;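 also: potency is read from the fitted curve at half-maximal effect; plate controls were basal doxycycline-induced cells for no effect and cells given 10 µM MG132 for full effect; MG132 reads +100%, hits lower the ratio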
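TMD8 ABC-DLBCL cells carrying doxycycline-inducible green luciferase fused to IkappaBalpha plus unfused red luciferase were exposed to compounds (up to 46 uM) for 4 hrs at 37C. Activity came from the overlap-corrected green/red luminescence ratio.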
KCNH2 3.1 block – qHTS for Inhibitors of KCHN2 3.1: Mutant qHTS | activity change, % (tested at about 1.8 µM) | actives 0.95% (n = 340,000) | AID 720553, 2013 | Potassium voltage-gated channel subfamily H member 2, brain isoform KCNH2 3.1 (human) | U2OS KCNH2 3.1, thallium flux FluxOr; stronger effect = lower value;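 active = maximum activity change below -70%; inconclusive = maximum activity change from -70% to -50%; inactive = maximum activity change above -50%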;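 also: thallium influx rate constant from kinetic fluorescence after stimulation buffer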
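Normalized rate constant (relative to positive and negative DMSO controls) derived from a 2 min kinetic fluorescence read after stimulation; U2OS cells expressing the 3.1 isoform via virus at 1.77 x 10^8 /mL.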
Giardia killer – Small Molecules that selectively kill Giardia lamblia: qHTS | AID 540267, 2011 | activity change, % at 7.66 µM, hits read low | Giardia lamblia trophozoite viability | actives 0.15% (n = 340,000); in the data active = activity change below about -80%; inconclusive = between about -30% and that limit;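 also: parasites exposed to compound for two days anaerobically before the ATP read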
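Killing of trophozoites was scored by loss of ATP luminescence after a 48 hrs anaerobic exposure to compounds at 37 deg C, using 100 cells per well.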
PKM2 act – qHTS Assay for Activators of Human Muscle isoform 2 Pyruvate Kinase; Potency, µM (doses to about 57.5 µM), for inactives: at the highest dose activation, usual class: activators; purified PKM2, Kinase-Glo ATP luminescence, activation; response scale: 0% is enzyme alone, no compound; Pyruvate kinase PKM (Homo sapiens), P14618; actives 0.34% (n = 260,000); AID 1631, 2009; also: potency is read from the fitted curve at half-maximal effect; nearly all actives have a fitted effect of over 55% in size
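hPK-M2, >95% pure; 0.1 mM ADP / 0.5 mM PEP final; imidazole pH7.2 buffer w/ 7 mM MgCl2, 50 mM KCl; 1 h RT; Kinase-Glo lum. Intermediate enzyme activity for dual inhibitor/activator qHTS.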
GALK inhibitor – qHTS Assay for Inhibitors of Human Galactokinase (GALK) | Potency, µM (highest dose often 57.5 µM), for inactives: at the top dose activity change, negative = inhibition, hits mostly inhibitors | AID 1868, 2009 | P51570 | Purified GALK, Kinase-Glo residual ATP luminescence | actives 0.007% (n = 270,000); also: potency is read from the fitted curve at half-maximal effect
Target sequence (P51570 whole entry, looked up): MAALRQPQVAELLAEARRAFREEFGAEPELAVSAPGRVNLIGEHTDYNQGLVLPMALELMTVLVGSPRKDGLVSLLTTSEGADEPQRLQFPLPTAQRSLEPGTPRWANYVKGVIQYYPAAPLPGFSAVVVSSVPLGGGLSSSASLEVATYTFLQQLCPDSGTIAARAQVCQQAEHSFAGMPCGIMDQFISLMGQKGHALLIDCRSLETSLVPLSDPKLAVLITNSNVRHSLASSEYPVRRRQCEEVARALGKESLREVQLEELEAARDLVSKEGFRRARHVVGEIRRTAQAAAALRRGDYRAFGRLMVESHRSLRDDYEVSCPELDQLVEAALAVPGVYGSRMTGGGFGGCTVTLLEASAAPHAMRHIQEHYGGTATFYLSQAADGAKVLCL
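5 nM enzyme, 35 uM ATP, 100 uM galactose, 20 mM HEPES pH8.0, 5 mM MgCl2; 1 h RT; residual ATP by Kinase-Glo Plus luminescence, qHTS format.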
* = called active by the depositor; ? = inconclusive; . = no result given; [ ] = another dose, or the depositor's remark. Unless noted, calls follow the shape of the dose curve; as a rule, active = well fitted curve in the direction sought with a large enough effect; inconclusive = small, poorly fitted or top-dose-only effect, or another doubt; inactive = no such curve, though single readings can be large; an effect the other way counts as inactive or inconclusive. Unless noted, % is scaled to controls: 0 for no effect and ±100 for the full control effect.

SMILES | Coupling enz | USP2a block | uPA generation | B2AR arrestin | hERG WT inh | Eya2 inh | BCR signal inh | KCNH2 3.1 block | Giardia killer | PKM2 act | GALK inhibitor
CC(C)Cc1nnc(NC(=O)Nc2ccccc2)s1 | 6 | 1% | 1% | 0.1% | -7 | 0% | 0% | -4 | 7 | -2% | 4%
Cc1ccc(C)c(NC(=S)N2C3CCCC2CC(NC(=O)C2CC2)C3)c1 (configuration not stated) | 4 | 3% | 5% | 0.0% | 9 | -2% | 5% | -1 | 10 | 7% | 1%
COc1ccc(CNc2nc3c(c(=O)[nH]c(=O)n3C)n2CCCc2ccccc2)cc1 | 3 | 0% | 2% | 0.2% | 14 | -5% | 0% | -2 | 6 | -1% | 0%
O=C(O)c1ccccc1NS(=O)(=O)c1ccc2ccccc2c1 | 14 | 0% | 2% | 0.0% | -21 | 2% | 0% | 6 | -17 | 1% | -3%
CC(CCc1ccccc1)NC(=O)COC(=O)c1ccc([N+](=O)[O-])cc1 (configuration not stated) | 5 | 3% | -1% | 0.1% | 39 | 2% | -1% | 3 | -28 | . | 10%
Cc1cc(C)cc(NC(=S)NCC2CCCO2)c1 (configuration not stated) | 4 | 1% | 2% | -0.3% | 0 | -23% | 2% | 2 | 6 | -5% | -1%
O=C(N/N=C/c1ccc([N+](=O)[O-])o1)c1cc2c(ccc3ccccc32)o1 | 5 | -4% | ? | -0.5% | 1 | -6% | ? | -2 | ? | -4% | 4%
O=C(CSc1nnc2ccc(-c3ccc(Br)cc3)nn12)NCC1CCCO1 (configuration not stated) | . | -2% | -4% | -1.0% | -3 | -6% | 7% | -3 | -12 | . | .
CNC(=S)N1N=C(c2ccc(C)cc2)CC1c1ccc(OC)cc1 (configuration not stated) | 1 | 0% | -7% | -0.6% | 0 | 3% | -1% | -4 | 4 | 22µM* | 3%
CC(=O)Nc1ccc(C(=O)CSc2nnc(-c3ccc(O)cc3)n2CC2CCCO2)cc1 (configuration not stated) | -3 | 0% | -4% | 0.2% | 3 | -7% | 6% | 11 | 1 | -3% | 2%
CCO[C@@H]1OC(C(N)=O)=C[C@H](c2coc3ccccc3c2=O)[C@H]1CCCO | 3 | 1% | -3% | 0.1% | 6 | 6% | ? | 10 | 9 | -4% | 0%
CCc1ccc(C(=O)COc2ccc(NC(C)=O)cc2)cc1 | 4 | 4% | 4% | -0.2% | -6 | -7% | ? | 10 | -14 | 0% | 0%
CCOc1ccc(NC(=O)NCc2ccc3c(c2)OCO3)cc1 | 1 | -1% | 1% | -0.7% | -15 | -10% | ? | -32 | 24 | 9% | 0%
CC(=O)Nc1ccc(NC(=O)CSc2ccc3nnc(CCNS(=O)(=O)c4ccc(C)cc4)n3n2)cc1 | 5 | 4% | -12% | 2.5% | 5 | 5% | ? | 16 | -22 | . | 6%
CS(=O)(=O)N1CCN(c2nc3ccc(Cl)cc3s2)CC1 | 2 | 2% | -1% | 0.4% | 3 | -13% | ? | -1 | -20 | -2% | 1%
Cc1cc(C(=O)N2CCN(c3ccccn3)CC2)c(C)o1 | 2 | 5% | . | 0.1% | 9 | 7% | 6% | 16 | 8 | 11% | 0%
C=C(C)CN(CC)C(=O)Cn1cnc2c(oc3ccccc32)c1=O | . | 3% | 0% | -0.2% | 6 | -3% | 1% | . | -11 | . | -2%
COc1ccc(OCC(=O)OCC(=O)NCC2CCCCC2)cc1 | . | 1% | 11% | 0.3% | 1 | 6% | 0% | -2 | -12 | . | .
COCC(=O)Nc1cc(OC)cc(OC)c1 | 1 | 3% | 10% | -0.1% | 1 | -16% | ? | 22 | -18 | -6% | 0%
COc1ccc2nc(N=Nc3c(O)ccc4ccccc34)sc2c1 | -2 | 0% | . | -0.5% | . | -1% | 0% | . | . | 6% | 8%
CC(=O)Nc1cccc(-c2cnc3ccccc3n2)c1 | 1 | 0% | 1% | -0.1% | -6 | 16% | 28% | -35 | 4 | 2% | 0%
COc1ccc(C(=O)Nc2ccccc2C(=O)N2CCOCC2)cc1Br | . | 3% | 2% | -0.4% | -8 | 3% | -4% | -17 | ? | -1% | 4%
CC(SC1CCCC1)C(=O)NC(C)(C#N)C(C)C (configuration not stated) | 3 | 1% | 4% | -0.2% | 4 | 5% | -1% | -7 | -11 | 0% | 0%
C=Cn1cc[n+](CC(=O)c2ccc(-c3ccccc3)cc2)c1 | 0 | -3% | 0% | -0.6% | -10 | -3% | -4% | 15 | 2 | 14% | 4%
N#Cc1ccccc1Sc1ccccc1C(=O)OCC(=O)NC12CC3CC(CC(C3)C1)C2 | -7 | -2% | -11% | -0.1% | -3 | -3% | 10% | -23 | -23 | -4% | 1%
Continuation.
SMILES | Coupling enz | USP2a block | uPA generation | B2AR arrestin | hERG WT inh | Eya2 inh | BCR signal inh | KCNH2 3.1 block | Giardia killer | PKM2 act | GALK inhibitor
Cc1c(Cl)cccc1Nc1nc(N)nc(CN2CCCCCC2)n1 | 0 | -1% | -3% | 0.2% | 20 | 1% | ? | -19 | 7 | -2% | -3%
COc1ncccc1C(=O)N1CCCC(C(=O)c2cc(F)ccc2F)C1 (configuration not stated) | 5 | 3% | 7% | -0.1% | 1 | -11% | 12% | -14 | -22 | 2% | 1%
O=C(CSC(=S)N1CCCC1)Nc1ccc(Br)cc1Cl | . | 2% | 9% | -0.1% | -1 | 10% | 19% | -19 | 2 | . | .
CN(C)CCCN(C(=O)c1ccco1)c1nc2c(F)cc(F)cc2s1 | 5 | 1% | -9% | -0.3% | 9 | 5% | 8% | 4 | -12 | -5% | 1%
O=C(CCNS(=O)(=O)c1cccc2nsnc12)NCCc1ccccc1 | -1 | 3% | -1% | -0.2% | -2 | -30% | 14% | 7 | -7 | -4% | 1%
N#CC(C#N)=C1C=C2C=C(N3CCOCC3)CCC2CC1 (configuration not stated) | -1 | ? | . | 0.0% | -36 | ? | 6% | -19 | 9 | 2% | -1%
Cc1cc(C)cc(NC(=O)CCC(=O)Nc2nnc(C(C)C)s2)c1 | . | 1% | 2% | 0.0% | -13 | -2% | ? | 1 | -4 | . | 1%
C[C@H](NC(=O)c1ccc(C(C)(C)C)cc1)C(=O)N1CCOCC1 | . | 3% | 14% | -0.6% | -11 | -13% | -5% | 2 | 32[activator] | . | .
c1ccc(Nc2c3c(nc4ncnn24)CCC3)cc1 | 0 | ? | . | -0.2% | -1 | -2% | -7% | 9 | 11 | -4% | -5%
O=C(Cc1nnc(NC(=O)c2ccccc2)s1)N/N=C\c1ccc(O)c(O)c1 | -5 | 0% | ? | 7.7% | -10 | 17% | 2% | -2 | 31[activator] | 9% | -3%
COc1ccc(C=O)cc1OS(=O)(=O)c1ccc(NC(C)=O)cc1 | 6 | 5% | 1% | 0.0% | 0 | 4% | 18µM* | 8 | 9 | 1% | 0%
COc1cccc(N=Cc2nc(-c3ccccc3)oc2OC(C)=O)c1 | -2 | 3% | 1% | -0.7% | -2 | 3% | ? | -4 | -4 | 5% | -2%
Cc1c(OCC(=O)NCCCN2CCCC2=O)ccc2c3c(c(=O)oc12)CCC3 | . | 0% | -2% | 0.4% | 0 | 4% | 3% | -17 | 4 | . | -1%
Cc1cc2nnc(SCC(=O)Nc3cccc(S(=O)(=O)N4CCOCC4)c3)n2c2ccccc12 | 3 | 3% | -2% | 0.2% | 0 | 6% | 6% | 3 | 11 | -2% | 0%
CC1CC(C)CN(C(=O)CSc2n[nH]c(N)n2)C1 (configuration not stated) | . | 3% | 3% | -0.7% | 3 | 1% | 0% | 17 | 7 | . | .
CCCN(CC(=O)Nc1ccc(F)c(F)c1F)Cc1cc(=O)n2ccsc2n1 | 3 | 3% | -2% | 0.3% | -8 | 3% | 4% | 2 | -12 | -1% | 0%
COC(=O)C1=NNC2(c3ccc(C)cc3)C(=O)N(c3cccc(C)c3C)C(=O)C12 (configuration not stated) | 5 | 5% | 5% | 0.2% | -6 | 3% | -1% | 1 | -4 | -8% | .
